inhibitors of VEEV = inhibitors of VEEV TC-83 cytopathic effect, confirmation, Vero cells (AID 588727); Vero cells, VEEV TC-83 cytopathic effect inhibition; higher % means a stronger effect; one-dose inhibition, % at 20 µM; IC50 in µM for titrated hits; actives 0.13% (n = 350,000); in the data active = a potency from the dose series; inconclusive = inhibition mostly from about 14% at the one dose, without a potency; inactive = the rest, 99 in 100 with inhibition below about 12%; note: strong numbers were not always called active
H1N1 NS1A inhibition = H1N1 influenza NS1A inhibitors, functional cell based assay (AID 504329). NS1A functional cell-based assay, percent inhibition; higher % means a stronger effect. one-dose inhibition, % at 12.5 µM; IC50 in µM for titrated hits. actives 0.3% (n = 340,000); in the data active = a potency from the dose series; inconclusive = inhibition above about 27% without an active follow-up result; note: strong numbers were not always called active
H37Rv inhibition = M. tuberculosis growth inhibition, HTS (AID 449762); M. tuberculosis H37Rv growth inhibition, 7H9 media; higher % means a stronger effect; one-dose inhibition, % at 25 µM; IC50 in µM for titrated hits; actives 0.59% (n = 330,000); in the data active = a potency from the dose series; inconclusive = inhibition above about 70% without an active follow-up result;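 note: bacterial growth assessed after seven days of incubation; strong numbers were not always called active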
tuberculosis growth = growth inhibition of non-replicating M. tuberculosis (AID 488890); Mycobacterium tuberculosis non-replicating, growth inhibition; higher % means a stronger effect; one-dose inhibition, % at 25 µM; IC50 in µM for titrated hits; actives 0.39% (n = 320,000); in the data active = a potency from the dose series; inconclusive = inhibition mostly from about 82% at the one dose, without a potency; inactive = the rest, 99 in 100 with inhibition below about 76%;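 note: plate controls were DMSO cells for no effect and high antibiotic wells for full effect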
PhoP GFP inhibition = PhoP regulon inhibitors, Salmonella typhi PhoP promoter GFP reporter, confirmatory (AID 1850); actives 0.33% (n = 310,000); Salmonella Typhi PhoP-promoter GFP reporter, fluorescence, 4 h; higher % means a stronger effect; one-dose inhibition, % at 50 µM; IC50 in µM for titrated hits; in the data active = a potency from the dose series; inconclusive = inhibition mostly from about 25% at the one dose, without a potency; inactive = the rest, 99 in 100 with inhibition below about 19%;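 note: 0% = induced wells with vehicle and 100% = uninduced wells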
inhibitors of VEEV 10K pilot screen = also measured in inhibitors of VEEV; calls as there; inhibition, %; measured here: 10K pilot screen inhibition
The depositor's hits bear a star; i = inactive; u = inconclusive; x = not tested or not shown.

SMILES	inhibitors of VEEV	H1N1 NS1A inhibition	H37Rv inhibition	tuberculosis growth	PhoP GFP inhibition	others
CC1CCc2nc3ccccc3c(C(=O)OCC(=O)N(C)C3CCS(=O)(=O)C3)c2C1 (configuration not stated)	8.9%	8%	2%	-8%	-9%
Cc1nc(NC(=O)c2ccc3c(c2)OCO3)ccc1Br	0.6%	-8%	6%	64%	10%
Cc1ccc(CNC(=O)c2c(-c3ccccc3Cl)noc2C)cc1	1.1%	6%	-2%	10%	-11%
CCOCCCNC(=O)/C(C#N)=C/c1cc(OC)c(O)c([N+](=O)[O-])c1	0.5%	10%	3%	18%	13%
CCCN(C(=O)c1ccc(-n2cncn2)c([N+](=O)[O-])c1)C1CCS(=O)(=O)C1 (configuration not stated)	0.4%	6%	0%	-13%	x
O=C(NNC(=O)c1cccc2ccccc12)c1cccc(F)c1	i	-13%	x	x	x
Cc1cccc(OCCNc2ccc([N+](=O)[O-])cn2)c1	0.6%	-3%	5%	53%	6%
CC(C)OCCCN1CN(S(=O)(=O)c2cccc(Cl)c2)c2nc3ccccc3nc21	2.5%	7%	-1%	29%	-9%
O=C(NCc1ccco1)NCC(F)(F)F	1.9%	-6%	1%	4%	12%
CCn1ncc(C2=NOC(C(=O)Nc3cnn(C45CC6CC(CC(C6)C4)C5)c3)C2)c1C (configuration not stated)	1.2%	11%	2%	4%	-5%
O=C(CSc1ncn[nH]1)Nc1nc(-c2ccccc2)ns1	3.9%	-6%	9%	60%	2%
Nn1c(SCC(=O)N2CCOCC2)nnc1-c1cccnc1	2.0%	-3%	-3%	4%	x
CC(=O)c1cccc(N(C(=O)CNC(=O)c2ccco2)C(C(=O)NCC2CCCO2)c2ccccc2)c1 (configuration not stated)	1.1%	2%	2%	-9%	-1%
O=C1NC(=S)N/C1=C/c1cc([N+](=O)[O-])ccc1N1CCOCC1	4.2%	x	4%	-5%	0%
CCOC(=O)C1CCN(S(=O)(=O)c2ccc3oc(=O)ccc3c2)CC1	i	10%	8%	-1%	-37%
CCc1ccccc1NC(=O)c1nnn(CC(=O)Nc2cccc(C)c2)c1N	4.1%	30%	-6%	7%	-2%	inhibitors of VEEV 10K pilot screen=1.8
Cc1cc(Cl)ccc1OC(C)C(=O)Nc1ccc(S(=O)(=O)N2CCOCC2)cc1 (configuration not stated)	5.0%	-11%	13%	33%	13%
COCCCNC(=O)c1cn(CC(C)C)c(=O)c2c1c1ccccc1n2C	6.4%	-1%	-2%	8%	-9%
Cc1ccc(O)c(CP(=O)(c2ccccc2)c2ccccc2)c1	9.4%	-5%	-5%	-6%	-4%
CC(=O)Nc1ccc2c(c1)C(=O)c1ccc(Cl)cc1-2	2.1%	6%	x	x	x

Quoted at random: 2 entries already listed
SMILES	inhibitors of VEEV	H1N1 NS1A inhibition	H37Rv inhibition	tuberculosis growth	PhoP GFP inhibition	others
CCOCCCNC(=O)/C(C#N)=C/c1cc(OC)c(O)c([N+](=O)[O-])c1	0.5%	10%	3%	18%	13%
O=C1NC(=S)N/C1=C/c1cc([N+](=O)[O-])ccc1N1CCOCC1	4.2%	x	4%	-5%	0%

Returning to the listing; the 3 compounds before the break are reprinted first.
SMILES	inhibitors of VEEV	H1N1 NS1A inhibition	H37Rv inhibition	tuberculosis growth	PhoP GFP inhibition	others
COCCCNC(=O)c1cn(CC(C)C)c(=O)c2c1c1ccccc1n2C	6.4%	-1%	-2%	8%	-9%
Cc1ccc(O)c(CP(=O)(c2ccccc2)c2ccccc2)c1	9.4%	-5%	-5%	-6%	-4%
CC(=O)Nc1ccc2c(c1)C(=O)c1ccc(Cl)cc1-2	2.1%	6%	x	x	x
CC(=O)N(C1=C(N)C(=O)c2ccccc2C1=O)c1ccccc1	i	-20%	-2%	5%	-7%
CCC1(C)Cc2ccccc2-c2nc3n(c(=O)c21)CC(C(=O)O)S3 (configuration not stated)	0.9%	-5%	-14%	5%	-8%
Cc1oc2ccc(O)cc2c1C(=O)c1ccccc1	1.0%	1%	5%	30%	1%
COc1cccc(N2C(=NC(=O)C3CCCCC3)SC3CS(=O)(=O)CC32)c1 (configuration not stated)	1.6%	-6%	2%	9%	-3%
O=C(O)c1cccc2c3c([nH]c12)CCCC3	1.1%	-27%	5%	36%	-9%
COC(=O)Nc1ccc(S(=O)(=O)n2cnc3ccccc32)cc1	i	0%	0%	-6%	1%
O=C(Oc1ccc2c(-c3ccccc3)cc(=O)oc2c1)c1cccs1	3.8%	4%	2%	74%	-8%
c1ccc(COC2CCCN(Cc3nc(-c4cnccn4)no3)C2)nc1 (configuration not stated)	i	-11%	-5%	0%	1%
Cc1ccc(N2C(=O)NC(=O)/C(=C\c3cc(C)n(-c4sc5c(c4C#N)CCCC5)c3C)C2=O)cc1	0.4%	7%	3%	46%	-3%
COc1cccc(CN2CCNCC2)c1OC	0.2%	-1%	2%	-9%	-1%
CN(C)C(=O)C[n+]1ccc(C(N)=O)cc1	1.8%	-16%	-5%	7%	10%
CC(=O)NC(=S)Nc1ccc(NC(=O)c2cccs2)cc1	0.7%	-11%	11%	80%	10%
COc1ccc(-c2nc(SCC(=O)N3CCOCC3)n[nH]2)cc1	0.2%	-3%	-5%	-2%	-2%
COc1ccc(NC(=O)c2cc3c(s2)CCC(C)C3)cc1S(=O)(=O)N1CCOCC1 (configuration not stated)	6.2%	-9%	53%	36%	-8%
COc1ccc2cc(C(=O)N3CCN(c4ccccc4F)CC3)[nH]c2c1	2.0%	19%	-2%	14%	-15%
O=C(NCCc1cnccn1)C1CCC(=O)N(Cc2ccc(Cl)cc2)C1 (configuration not stated)	i	6%	-3%	-10%	-4%
COC(=O)C1CCN(S(=O)(=O)c2c(C)n(C)c(=O)n(C)c2=O)CC1	0.1%	-21%	-1%	-1%	-4%
CCOc1ccccc1/C=N/Nc1nc2ccccc2o1	2.5%	-13%	6%	34%	1%
CCOC(=O)C1CCN(C(=O)C(=O)c2cn(CC(=O)N3CCCCCC3)c3ccccc23)CC1	i	6%	0%	37%	0%
Cc1nc2nc(N)nc(OCc3ccccc3)c2nc1C	i	x	9%	1%	-12%

Continued, starting with the last two of the part before.
SMILES	inhibitors of VEEV	H1N1 NS1A inhibition	H37Rv inhibition	tuberculosis growth	PhoP GFP inhibition	others
CCOC(=O)C1CCN(C(=O)C(=O)c2cn(CC(=O)N3CCCCCC3)c3ccccc23)CC1	i	6%	0%	37%	0%
Cc1nc2nc(N)nc(OCc3ccccc3)c2nc1C	i	x	9%	1%	-12%
O=C(NCCN1CCOCC1)c1ccc(CSCc2cccc(Cl)c2)o1	8.8%	19%	14%	15%	-19%
COc1cccc(C(=O)Nc2ccc(S(=O)(=O)NCc3ccco3)cc2)c1	i	-12%	-26%	5%	-14%
O=C(Cc1ccccc1)CC1(O)C(=O)Nc2ccccc21 (configuration not stated)	0.1%	7%	-1%	1%	0%	inhibitors of VEEV 10K pilot screen=1.1
Cc1[nH]c(=O)[nH]c1C(=O)CCCCC(=O)OCC(=O)Nc1ccccn1	1.1%	2µM*	-1%	-15%	10%
CC(=O)Nc1ccc(S(=O)(=O)N2CCCC2)cc1	0.3%	-4%	7%	12%	5%
COc1ccc(C(=O)NCC(c2ccccc2)N2CCCC2)cc1S(=O)(=O)N1CCOCC1 (configuration not stated)	0.1%	-3%	-5%	14%	x
Cc1cc(OCCCC(=O)N2CCCCC2)cc(C)c1Cl	6.4%	-8%	5%	51%	8%
O=C(N/N=C/c1ccsc1)c1ccc2ccccc2n1	1.5%	-13%	58%	16%	8%
CCCc1cc(=O)[nH]c(SCC(=O)c2[nH]c(C)c(C(=O)OCC)c2C)n1	2.3%	5%	-3%	7%	-11%
Cc1cc(C(=O)OC(C)C(=O)Nc2cccc(S(=O)(=O)N3CCOCC3)c2)c(C)o1 (configuration not stated)	1.0%	2%	-6%	3%	1%
O=C(Nn1cnnc1)c1cc(-c2cccc(Br)c2)nc2ccccc12	0.7%	-15%	2%	24%	5%
COc1cccc2[nH]c3c(Cl)ncnc3c12	4.2%	-8%	-7%	i	-6%
Cn1c(=O)c2c(nc(Cl)n2Cc2ccc(Cl)c(Cl)c2)n(C)c1=O	4.5%	-3%	-4%	0%	-1%
O=C(CCC(=O)c1ccc(Br)cc1)Nc1cccc(C(F)(F)F)c1	2.8%	-5%	-1%	2%	5%
CCN(CC(=O)Nc1ccc2c(c1)OCCO2)CC(=O)Nc1ccc(C)c(S(=O)(=O)N(C)C)c1	7.4%	-10%	0%	17%	x
N[C@@H](Cc1ccccc1)C(=O)N1C[C@H]2C[C@@H](C1)c1cccc(=O)n1C2	0.5%	4%	-7%	8%	13%
Cc1ccc(C)c(N2CCN(C(=O)CCS(=O)(=O)c3ccc4c(c3)NC(=O)C(C)S4)CC2)c1 (configuration not stated)	4.3%	5%	7%	17%	-18%
C=CCOc1ccc(C2C(C#N)=C(N)N(Nc3ccccc3)C3=C2C(=O)CC(C)(C)C3)cc1OC (configuration not stated)	9.0%	1%	30µM*	73%	-17%
COc1ccc(CCn2c(=S)[nH]c3ccc(N4CCOCC4)cc3c2=O)cc1OC	2.7%	-2%	8%	-5%	-8%
Cc1cnc(NC(=O)C(C)N2C(=O)C3CC=CCC3C2=O)s1 (configuration not stated)	i	-4%	-13%	4%	6%
O=C(O)CN1C(=O)/C(=C\c2cccc(OCc3ccccc3)c2)SC1=S	0.5%	-3%	2%	13%	-1%
O=c1[nH]cnc2cc(Cl)ccc12	0.6%	-4%	4%	-6%	1%
COc1ccccc1OCCOC(=O)Nc1ccccc1	1.7%	-11%	-1%	7%	-3%
O=C1C(Cl)=C(NC(=O)c2ccccc2)C(=O)C(Cl)=C1NC(=O)c1ccccc1	0.6%	21%	5%	u	6%
COc1ccc2c(c1)C(C)CC(C)(C)N2C(=O)NC1CCCCC1 (configuration not stated)	0.1%	9%	7%	48%	-3%	inhibitors of VEEV 10K pilot screen=1.0
COCCOC(=O)c1cc(C(=O)c2cc(F)ccc2O)coc1=N	5.3%	25%	2%	10%	-1%
Cn1c(=S)[nH]c2c(c1=O)C(C)(C)Cc1ccccc1-2	0.2%	1%	27%	14%	2%	inhibitors of VEEV 10K pilot screen=0.3
O=C(CCc1ccccc1)NC1C2CC3CC(C2)CC1C3 (configuration not stated)	1.2%	21%	u	4.7µM*	-9%
O=C(/C=C/c1c(Cl)cccc1Cl)N1CCN(c2ncccn2)CC1	7.0%	4%	-2%	2%	-1%
O=C1CCCCC1Sc1nnc(Cc2cccs2)n1CCc1ccccc1 (configuration not stated)	0.9%	3%	1%	36%	-7%
CCOC(=O)C1=CC[C@H]2c3c(c4ccccc4n3C)C(=O)C1N2C(=O)OC(C)(C)C	0.1%	11%	4%	31%	x
Clc1ccccc1-c1nc2ccccc2c2nc3ccccc3n12	1.1%	-2%	0%	7%	-6%
O=C(NC(C(=O)c1ccccc1)N1CCCCC1)c1ccccc1 (configuration not stated)	1.3%	-1%	-4%	2%	2%
Cc1ccc(NC(=O)CSc2ccc3nnc(CCNC(=O)c4ccccc4)n3n2)c(C)c1	1.4%	5%	-4%	8%	-7%
Cc1ccc(NC(=O)CCN2CCN(C/C=C/c3ccccc3)CC2)cc1	1.0%	-11%	-4%	27%	-11%
CC(=O)NCCC(=O)N1CCc2c([nH]c3ccccc23)C1c1cccc(Cl)c1 (configuration not stated)	1.2%	-6%	10%	-8%	-1%
CN1C(=O)C(O)(C2COC(C)(C)CC2=O)c2cc(Br)ccc21 (configuration not stated)	6.9%	1%	-2%	28%	-11%
Nc1ccccc1Sc1ccccc1[N+](=O)[O-]	i	9%	-1%	-9%	0%
CCCCN(C(=O)C1CCC1)c1c(N)n(CCC)c(=O)[nH]c1=O	7.5%	-11%	-8%	-13%	8%
COC(=O)c1ccc(C23CC4(C2)[C@H](CN(Cc2ccc(-c5ccccc5)cc2)[C@@H]4c2ccccc2)C3c2ccccc2)cc1 (some centres not stated)	0.7%	14%	-2%	30%	-4%
CC(C)N(Cc1ccccc1)C(=O)CN1C(=O)NC(Cc2ccccc2)(c2ccccc2)C1=O (configuration not stated)	3.7%	-4%	-2%	30%	-7%
CNC(=O)COc1coc(CN2CCN(C(=O)c3ccco3)CC2)cc1=O	1.8%	-7%	-10%	-19%	-1%
O=C(COC(=O)Cc1ccc(F)cc1)NC1CCS(=O)(=O)C1 (configuration not stated)	3.1%	-7%	2%	2%	-2%
